MT1-MMP txn act: MT1-MMP promoter transcription activation | HT1080 MT1-MMP promoter luciferase reporter, luminescence, overnight; active compounds read high | activation factor at 10 µM | 86,000 compounds, 0.16% hits | AID 750;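 active = activation factor of at least 2 for MT1-MMP transcription at 10 µM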
S1P2 blocker: blocks the human S1P2 receptor; cell-based S1P2 antagonist assay, inhibition at 5 uM; 97,000 compounds, 0.21% hits; AID 736; inhibition, % at 5 µM; O95136; in the data active = inhibition above about 45%;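 also: CRE beta-lactamase reporter cells expressing human S1P2 stimulated with S1P; 0% = agonist at EC80 alone and 100% = agonist plus reference antagonist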
FAK blocker: blocks human focal adhesion kinase activity | Q05397 | biochemical FAK kinase activity assay | inhibition, %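 (tested at 7 µM)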 | AID 727 | 97,000 compounds, 0.84% hits; in the data active = inhibition above about 19%;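 also: 0% = DMSO and 100% = reference compound high control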
S1P2 agonist: agonists of human S1P2 receptor; S1P2-expressing cell line, agonist reporter read-out; 97,000 compounds, 0.46% hits; O95136; activation, % at 4.5 µM; in the data active = activation above about 16%;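 also: 0% = vehicle low control and 100% = maximal reference agonist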
HIV Rev-RRE inh: inhibitors of HIV-1 Rev-RRE RNA interaction. P05866. Rev peptide-RRE RNA binding, FRET. inhibition, % at 8 µM. 97,000 compounds, 0.79% hits;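 active = inhibition above the screen-wide mean plus 3 SD, cut at about 35% in these data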;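 also: 0% = median DMSO wells and 100% = median Neomycin B control wells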
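Assay system: Labelled RRE RNA duplex and labelled Rev peptide | Times: 5 min preincubation and 15 min binding, 25 °C | Detection: FRET, ex 480 nm, em 540 and 671 nm | Evaluation: % inhibition of FRET ratio versus controls | Benchmarks: DMSO wells as 0% and neomycin B wells as 100% inhibition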
PLAP act: human PLAP activation. P05187. purified PLAP enzyme, luminescent substrate read-out; active compounds read high. activation fold at 20 µM. 96,000 compounds, 1.2% hits. AID 696; in the data active = activation fold above about 2
EphB4 ephrin blk: blocks human EphB4 binding to ephrin-B2; EphB4 LBD / TNYL-RAW-Alexa532 peptide, fluorescence polarization; inhibition, % at 7 µM; 97,000 compounds, 0.15% hits; P54760;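 active = inhibition above the screen-wide mean inhibition plus 3 SD, cut at about 15% in these data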;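 also: 0% = DMSO wells and 100% = excess unlabeled TNYL-RAW peptide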
Target sequence (P54760 whole entry, looked up, the tested form may be a part): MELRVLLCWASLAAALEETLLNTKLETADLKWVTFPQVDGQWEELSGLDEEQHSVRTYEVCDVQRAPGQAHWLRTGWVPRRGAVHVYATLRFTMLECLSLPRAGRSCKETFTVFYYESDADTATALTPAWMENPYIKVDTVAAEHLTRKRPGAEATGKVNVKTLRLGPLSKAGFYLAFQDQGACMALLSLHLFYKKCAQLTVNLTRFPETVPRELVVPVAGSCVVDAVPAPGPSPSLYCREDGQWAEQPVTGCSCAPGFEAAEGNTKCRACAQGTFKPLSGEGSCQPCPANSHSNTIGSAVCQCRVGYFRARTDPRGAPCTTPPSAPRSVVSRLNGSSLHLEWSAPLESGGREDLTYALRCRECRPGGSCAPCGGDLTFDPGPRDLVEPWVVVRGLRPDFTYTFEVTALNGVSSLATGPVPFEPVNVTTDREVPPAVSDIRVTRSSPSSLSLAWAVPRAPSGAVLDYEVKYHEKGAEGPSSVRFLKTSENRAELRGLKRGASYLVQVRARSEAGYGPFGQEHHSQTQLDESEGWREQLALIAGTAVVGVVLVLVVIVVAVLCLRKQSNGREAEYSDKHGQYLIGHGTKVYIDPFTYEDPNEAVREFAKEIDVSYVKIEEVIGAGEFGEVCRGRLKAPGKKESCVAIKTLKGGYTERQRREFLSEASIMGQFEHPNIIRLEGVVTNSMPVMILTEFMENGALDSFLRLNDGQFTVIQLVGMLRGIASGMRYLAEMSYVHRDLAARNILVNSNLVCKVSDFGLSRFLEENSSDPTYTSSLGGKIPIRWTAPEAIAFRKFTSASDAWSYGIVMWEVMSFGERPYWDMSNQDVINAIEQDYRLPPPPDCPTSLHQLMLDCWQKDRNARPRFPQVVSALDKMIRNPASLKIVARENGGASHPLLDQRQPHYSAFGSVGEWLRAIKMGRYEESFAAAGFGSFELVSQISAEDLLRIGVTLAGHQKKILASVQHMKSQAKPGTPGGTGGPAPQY
PLK1 inh: blocks human PLK1 kinase activity. P53350. recombinant PLK1 kinase, TR-FRET peptide phosphorylation. inhibition, % at 10 µM. 97,000 compounds, 0.53% hits. AID 619;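 active = inhibition of 50% or more in the single-concentration screen; inactive = inhibition below 50%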;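 also: 0% = DMSO max control and 100% = H-89 dihydrochloride min control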
PLK1 PBD inh: inhibitors of human Plk1 polo box domain binding; Plk1 PBD phosphopeptide binding, fluorescence polarization; AID 693; P53350; 97,000 compounds, 0.13% hits; inhibition, %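 (tested at about 20 µM)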; in the data active = inhibition above about 34%, passing the limit was not always enough
* = called active by the depositor; . = no result given; [ ] = dose if it differs, or a comment.

Values run as follows: EphB4 ephrin blk	S1P2 agonist	S1P2 blocker	PLK1 inh	FAK blocker	MT1-MMP txn act	HIV Rev-RRE inh	PLAP act	PLK1 PBD inh
#1 COc1ccc(N2CCN(C(=O)CSc3nnc4c5cc(C)ccc5n(C)c4n3)CC2)cc1
  -6	-4	-3	-14	-1	.	-5	1	-13
#2 CCC(C)NS(=O)(=O)c1ccc(OCC(=O)Nc2ccc3c(c2)OCCO3)cc1 (stereo unspecified)
  -1	0	-2	-12	-1	1	5	0.8	12
#3 CCOC(=O)C1Cc2ccccc2C(=O)O1 (stereo unspecified)
  1	-2	-1	7	0	1.2	2	0.8	11
#4 CCc1ccc(Cn2nnc(C(=O)Nc3ccc(OC)cc3OC)c2N)cc1
  0	-3	7	-14	6	1.1	6	0.9	5
#5 Cc1cc(C)c2c(c1)C1C=CCC1C(c1ccc(S(=O)(=O)N3CCOCC3)cc1)N2 (stereo unspecified)
  -4	-3	-1	-5	3	.	16	1.2	12
#6 O=C(O)C1CCCCC1C(=O)NCc1ccc(F)cc1 (stereo unspecified)
  3	-3	10	-3	-3	1	8	1.1	11
#7 O=C(NC1CCCCC1)N(Cc1nc2ccccc2c(=O)[nH]1)C1CCCCC1
  -11	-8	13	2	1	1.2	2	1.2	-4
#8 COc1ccc(NC(=O)COC(=O)c2cnccn2)cc1Cl
  0	-5	12	-7	3	1	10	0.9	-15
#9 Cc1ccc(C(=O)CSc2nc3cccnc3n2C)cc1
  4	-3	8	-9	2	0.9	9	0.7	10
#10 COc1ccc(-n2nnnc2SCC(=O)N2CCCc3ccccc32)cc1OC
  -3	-4	-15	-5	1	1.1	11	.	0
#11 Cc1ccc(SCC(=O)Nc2ccc(-c3nnc(-c4ccco4)o3)cc2)cc1
  5	-6	5	-4	12	.	5	0.8	-12
#12 COc1ccc(N2CCN(C(CNC(=O)c3ccco3)c3cccnc3)CC2)cc1 (stereo unspecified)
  -2	-1	5	-3	4	1.3	-1	1.1	14
#13 CCCCn1c2c(c(=N)c3c1CCC3)CCC2
  -13	-4	-13	-9	-3	1	-3	0.7	-8
#14 CCOC(=O)N1CCN(S(=O)(=O)c2ccc(C(=O)Nc3sc4c(c3C#N)CCC4)cc2)CC1
  -4	-8	9	1	-10	1	-1	1	6
#15 OCC(O)C(O)C(O)C(O)C1NCCS1 (stereo unspecified)
  2	-10	9	-12	1	.	9	1.1	-5
#16 Cn1c(=O)[nH]c(=O)c2c1nc(Br)n2CC(O)c1ccccc1 (stereo unspecified)
  -6	-7	9	-11	-2	1.2	7	1.2	11
#17 CCOC(=O)Cc1c(C)c2c(O)cc(O)cc2oc1=O
  3	0	-16	-9	0	1	6	0.9	-8
#18 CCCc1nc(SCC(=O)N2CCN(c3ccccc3)CC2)c2c(=O)n(C)c(=O)n(C)c2n1
  5	-5	6	-18	-4	1	6	.	0
#19 C=C1c2cc(OC)ccc2NC(=O)N1CC
  5	2	-20	7	-1	.	15	1.2	1
#20 O=C(Nc1cc(Cl)ccc1O)c1cc2n(n1)C(C(F)(F)F)CC(c1ccc3c(c1)OCO3)N2 (stereo unspecified)
  -4	-11	0	-5	1	1.1	8	1	-24
#21 COc1ccccc1NC(=O)Cc1noc(CSc2nnc(N)s2)n1
  3	2	1	-9	-1	1	4	1.3	5
#22 CNc1c([N+](=O)[O-])cnn1-c1ccc(C)cc1
  -3	-1	9	-8	-1	.	8	1	-8
#23 CCCCCN=C(C)c1c(O)c2ccccc2oc1=O
  6	-3	14	-8	-2	1.4	-1	1.2	-5
#24 CCOc1ccc2nc(NC3=NC(c4ccc(OC)cc4)CC(=O)N3)nc(C)c2c1 (stereo unspecified)
  4	-8	-26	-5	36*	.	20	1.7	-3
#25 Cn1c(=O)c2ncn(CC(=O)Nc3cc(C(F)(F)F)ccc3N3CCOCC3)c2n(C)c1=O
  2	-10	-24	6	-1	1	8	1.5	-10
#26 CN(CC(=O)NC1CCCCCC1)S(=O)(=O)c1ccc2c(c1)n(C)c(=O)c(=O)n2C
  -7	-9	-1	-17	-2	.	3	1	26
#27 O=C(N1CCCCCC1)N1CCN(S(=O)(=O)N2CCCCC2)CC1
  -1	-9	-4	-1	-1	1.1	2	1.4	-8
#28 CCn1cc(C(=O)NC2CCCCC2)c(=O)c2ccc(C)nc21
  1	-5	-10	-11	2	1.2	2	0.9	-3
#29 CCOCCCNC(=O)C1CCN(C(=O)Nc2ccc(C)cc2)CC1
  -3	-8	-10	-1	2	1	4	1	-3
#30 CC(=O)C1=NN(c2ccccc2)C(c2cccs2)N1c1ccc(N(C)C)cc1 (stereo unspecified)
  0	4	9	-15	4	1.2	-2	1.4	4
#31 O=C(NCc1ccccc1)C1CC2CCCC(C1)C2=O (stereo unspecified)
  -7	-5	0	-8	-2	1	0	0.9	-35
#32 O=C1c2ccccc2C(Nc2ccc3c(c2)OCCO3)N1Cc1ccco1 (stereo unspecified)
  -3	-6	24	-13	11	1.4	8	1.1	11
#33 Cc1c(NC(C)c2cc(Cl)ccc2O)c(=O)n(-c2ccccc2)n1C (stereo unspecified)
  -5	0	3	-13	2	1.2	-2	1.9	26
#34 COc1ccc(-c2cc(C(=O)n3cnc4ccccc43)c3ccccc3n2)cc1
  1	-2	-38	-12	-1	.	1	1.6	-12
#35 CCOC(=O)CN(C(=O)CSc1nnc(COc2ccc(OC)cc2)n1C)c1ccccc1
  3	96*	14	-9	9	1	4	1.5	-15
#36 O=C(NCC1CCCO1)C1CCC(=O)N1Cc1ccccc1Cl (stereo unspecified)
  4	-8	1	-8	-1	1	6	1.2	-17
#37 ON1C2CCCCC2N(O)C1c1ccccc1C(F)(F)F (stereo unspecified)
  -3	-7	8	-5	-3	1.2	5	1.1	-14
#38 CCN(CC)C(=O)CSc1nc2sc(C)c(C)c2c(=O)[nH]1
  -9	-5	-8	17	1	1.1	1	1.1	7
#39 CN(C)CCCn1c(N)c(C#N)c2nc(C#N)c(C#N)nc21
  5	13	-6	1	9	0.8	44*	1	14
#40 OCCCc1nc2n(n1)C(c1ccccc1Cl)C=C(c1cccs1)N2 (stereo unspecified)
  -5	-13	24	-11	0	1	92*[fluorescence artefact?]	1.2	-4
#41 Cc1ccc(NC(=O)C2CCCN(S(=O)(=O)c3cnc[nH]3)C2)cc1F (stereo unspecified)
  0	0	17	0	-9	1.1	3	1.3	-12
#42 COc1ccc(C(=O)Nc2cccc(C(C)=O)c2)cc1S(=O)(=O)N1CCOCC1
  1	-4	-14	-10	-1	1.1	1	0.9	-11
#43 CCCC/S(CC1CC1(Cl)Cl)=N\S(=O)(=O)c1ccc(C)cc1 (stereo unspecified)
  -6	0	10	-8	-1	1.1	11	1.1	-6
#44 FC(F)(F)c1cccc(NC(=S)N2CCN(c3cccc(C(F)(F)F)c3)CC2)c1
  1	0	-4	-2	1	.	7	1	-9
#45 COc1ccc(S(=O)(=O)NCCC(=O)NC2CCCCCCC2)cc1
  1	-8	-11	0	-3	0.9	0	.	-25
#46 CCOc1ccc(NC(=S)NC(=O)/C=C/c2ccc(OC)c(OC)c2)c([N+](=O)[O-])c1
  3	-7	18	-4	5	.	3	1	26

3 entries already listed, ordered by their value in HIV Rev-RRE inh, ascending:
#	canonical_smiles	EphB4 ephrin blk	S1P2 agonist	S1P2 blocker	PLK1 inh	FAK blocker	MT1-MMP txn act	HIV Rev-RRE inh	PLAP act	PLK1 PBD inh
36	O=C(NCC1CCCO1)C1CCC(=O)N1Cc1ccccc1Cl (stereo unspecified)	4	-8	1	-8	-1	1	6	1.2	-17
44	FC(F)(F)c1cccc(NC(=S)N2CCN(c3cccc(C(F)(F)F)c3)CC2)c1	1	0	-4	-2	1	.	7	1	-9
43	CCCC/S(CC1CC1(Cl)Cl)=N\S(=O)(=O)c1ccc(C)cc1 (stereo unspecified)	-6	0	10	-8	-1	1.1	11	1.1	-6

Part of the list above, with bars between the fields.
entry | SMILES | EphB4 ephrin blk | S1P2 agonist | S1P2 blocker | PLK1 inh | FAK blocker | MT1-MMP txn act | HIV Rev-RRE inh | PLAP act | PLK1 PBD inh
34 | COc1ccc(-c2cc(C(=O)n3cnc4ccccc43)c3ccccc3n2)cc1 | 1 | -2 | -38 | -12 | -1 | . | 1 | 1.6 | -12
35 | CCOC(=O)CN(C(=O)CSc1nnc(COc2ccc(OC)cc2)n1C)c1ccccc1 | 3 | 96* | 14 | -9 | 9 | 1 | 4 | 1.5 | -15
36 | O=C(NCC1CCCO1)C1CCC(=O)N1Cc1ccccc1Cl (stereo unspecified) | 4 | -8 | 1 | -8 | -1 | 1 | 6 | 1.2 | -17
37 | ON1C2CCCCC2N(O)C1c1ccccc1C(F)(F)F (stereo unspecified) | -3 | -7 | 8 | -5 | -3 | 1.2 | 5 | 1.1 | -14
38 | CCN(CC)C(=O)CSc1nc2sc(C)c(C)c2c(=O)[nH]1 | -9 | -5 | -8 | 17 | 1 | 1.1 | 1 | 1.1 | 7
39 | CN(C)CCCn1c(N)c(C#N)c2nc(C#N)c(C#N)nc21 | 5 | 13 | -6 | 1 | 9 | 0.8 | 44* | 1 | 14
40 | OCCCc1nc2n(n1)C(c1ccccc1Cl)C=C(c1cccs1)N2 (stereo unspecified) | -5 | -13 | 24 | -11 | 0 | 1 | 92*[fluorescence artefact?] | 1.2 | -4
41 | Cc1ccc(NC(=O)C2CCCN(S(=O)(=O)c3cnc[nH]3)C2)cc1F (stereo unspecified) | 0 | 0 | 17 | 0 | -9 | 1.1 | 3 | 1.3 | -12
42 | COc1ccc(C(=O)Nc2cccc(C(C)=O)c2)cc1S(=O)(=O)N1CCOCC1 | 1 | -4 | -14 | -10 | -1 | 1.1 | 1 | 0.9 | -11
43 | CCCC/S(CC1CC1(Cl)Cl)=N\S(=O)(=O)c1ccc(C)cc1 (stereo unspecified) | -6 | 0 | 10 | -8 | -1 | 1.1 | 11 | 1.1 | -6
44 | FC(F)(F)c1cccc(NC(=S)N2CCN(c3cccc(C(F)(F)F)c3)CC2)c1 | 1 | 0 | -4 | -2 | 1 | . | 7 | 1 | -9
45 | COc1ccc(S(=O)(=O)NCCC(=O)NC2CCCCCCC2)cc1 | 1 | -8 | -11 | 0 | -3 | 0.9 | 0 | . | -25
